BL2 CD40 inh = CD40 pathway inhibition in BL2 cells | BL2 NF-kB luciferase reporter, CD40L-induced, 4 h | inhibition, % at 10 µM | actives 0.94% (n = 83,000) | AID 1053188;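 active = mean inhibition of at least 50% with a set share of replicates also reaching that level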;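 also: 0% = neutral control wells and 100% = IKK inhibitor VII at 50 µM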
Numbers without * were called inactive; & = joins results of further samples; [ ] = remark or other dose. The list is partial; rates above refer to the full screens.

SMILES	BL2 CD40 inh
COc1ccccc1C(=O)COC(=O)c1ccc(-n2cnnn2)cc1	-23
CCCOC(=O)Nc1sc2c(c1C(=O)OCC)CCC2	1
O=C(C[C@@H]1C=C[C@H](NC(=O)Nc2cccc(F)c2)[C@H](CO)O1)NCC1CCCCC1	5[25 µM]
CO[C@@H]1CN(C)C(=O)c2ccc(NS(=O)(=O)c3ccc(C)cc3)cc2OC[C@@H](C)N(C)C[C@H]1C	-7[25 µM]
CC(OC(=O)CCc1nc(=O)c2ccccc2n1C)C(=O)NCc1ccc2c(c1)OCO2 (stereo not drawn)	8
CCC1CCCCN1C(=O)COC(=O)c1ccc(Br)o1 (stereo not drawn)	-21
O=C(NCCc1ccccc1)C1CCC(CNS(=O)(=O)c2ccccc2)CC1 (stereo not drawn)	7
O=C(CN1CCOCC1)N[C@@H]1CC[C@H](CCn2cc(C3CCCC3)nn2)O[C@@H]1CO	-3
CC1CCc2nc(N)c(C#N)c(-c3cccn3C)c2C1 (stereo not drawn)	12
FC(F)(F)c1nnc2ccc(Sc3ccccn3)nn12	4
CCCNC(=O)N1[C@H](CO)[C@H](c2ccccc2)[C@@H]1CNC(=O)C1CC1	-3[25 µM]
COc1ccc(CN(C)C[C@H]2OCc3cnnn3CCCC(=O)N([C@H](C)CO)C[C@@H]2C)cc1	-5[25 µM]
CN(C)CC(=O)N[C@H]1CC[C@@H](CCNC(=O)C2CCC2)O[C@H]1CO	5[25 µM]
O=[N+]([O-])c1ccc2cn(C3OC(CO)C(O)C3O)nc2c1 (stereo not drawn)	-3
NC(=O)C1CCN(C(=O)CCc2ccsc2)CC1	11
COc1cccc(/C=C/C(=O)OCC(=O)N(C)CC(=O)Nc2ccccc2Cl)c1OC	-3
CCCNC(=O)[C@@H]1[C@@H](CO)[C@@H]2Cn3c(ccc(C4=CCCC4)c3=O)[C@H]1N2Cc1ccncc1	11[25 µM]
Cc1occc1C(=O)Nc1nnc(-c2cccs2)s1	-51
C[C@H]1CN([C@@H](C)CO)C(=O)CCCn2nncc2CO[C@@H]1CN(C)C(=O)Nc1ccc2c(c1)OCCO2	-41[25 µM]
COc1cccc(-c2nn(-c3ccccc3)cc2CNC(C)Cn2cncn2)c1 (stereo not drawn)	-35

Brought forward from above: 2 entries, followed by the next part.
SMILES	BL2 CD40 inh
C[C@H]1CN([C@@H](C)CO)C(=O)CCCn2nncc2CO[C@@H]1CN(C)C(=O)Nc1ccc2c(c1)OCCO2	-41[25 µM]
COc1cccc(-c2nn(-c3ccccc3)cc2CNC(C)Cn2cncn2)c1 (stereo not drawn)	-35
CCOC(=O)C1CCCN(CCC(C)c2ccccc2)C1 (stereo not drawn)	21
Cc1cc(C)nc(SCc2ccc(C(=O)N/N=C3\CCCC(=O)C3)cc2)n1	2
CN1c2ccc(-c3cccc(F)c3)cc2[C@@H]2[C@@H](CCN2C(=O)c2ccncc2)[C@@H]1CO	19[25 µM]
Cc1nn2c(NCc3ccccn3)c3c(nc2c1-c1ccccc1)CCC3	-4
C[C@@H]1CN([C@@H](C)CO)C(=O)c2cc(NC(=O)Cc3cn(C)c4ccccc34)ccc2O[C@H]1CN(C)C(=O)Nc1ccccc1	-22
CCCCCC(=O)Nc1ccc(Cl)cn1	-23
CC(C)(O)C#Cc1ccc([C@@H]2[C@H]3CN(S(C)(=O)=O)CCCCN3[C@H]2CO)cc1	-6[25 µM]
NS(=O)(=O)c1cc2c(cc1Cl)NC(Cc1ccccc1)NS2(=O)=O (stereo not drawn)	13
CC(N)C12CC3CC(CC(C3)C1)C2 (stereo not drawn)	0&5
CCCCc1nnc(NC(=O)C2CCCO2)s1 (stereo not drawn)	-41
Cc1ccc(S(=O)(=O)N/N=C/c2cn(C)nc2C)cc1	15
O=C(Nc1ccc2c(c1)OCCO2)c1cccc(S(=O)(=O)N2CCCCC2)c1	-9
O=C1c2ccccc2-c2ncnc3c(N4CCOCC4)cc(N4CCOCC4)c1c23	19
C/C(=N\NC(=O)c1nnn(-c2nonc2N)c1C)c1ccc(-c2ccccc2)cc1	6
CCOC(=O)NC1CCS(=O)(=O)C1 (stereo not drawn)	3
Cc1c(C(=O)N2CCCC(C(F)(F)F)C2)oc2ccccc12 (stereo not drawn)	-22
CC(=O)NC[C@H]1[C@H](c2ccc(-c3ccccc3F)cc2)[C@@H](CO)N1C(=O)C1CC1	3[25 µM]
O=C(CN1CCN(CN2C(=O)NC3(CCCCCC3)C2=O)CC1)Nc1ccc(F)cc1	1
COC(=O)c1oc(-c2ccccc2)nc1C	4
COc1cccc(C#Cc2ccc([C@@H]3[C@@H](C#N)N(C(=O)C4CC4)[C@@H]3CO)cc2)c1	-3

At a glance, some entries already given:
SMILES	BL2 CD40 inh
CC(N)C12CC3CC(CC(C3)C1)C2 (stereo not drawn)	0&5
CCCCc1nnc(NC(=O)C2CCCO2)s1 (stereo not drawn)	-41

Remaining list, next part:
SMILES	BL2 CD40 inh
CO[C@H](CN(C)C(=O)C1CCOCC1)[C@@H](C)CN([C@H](C)CO)S(=O)(=O)c1ccccc1	-6[25 µM]
O=C(NC1CCCC1)N1CC(=O)N2[C@H](C1)[C@H](c1ccc(-c3cccc(F)c3)cc1)[C@@H]2CO	5
Cc1cc(C)c(NC(=O)CNC(=O)c2cc(C3CC3)nc3c2cnn3C(C)C)c(C)c1	-14
CCOC(=O)c1c(N=CN(C)C)c(C#N)c2n1CCCC2	5
COc1ccccc1-c1cn(CC[C@H]2CC[C@H](NC(=O)C3CCCC3)[C@H](CO)O2)nn1	0
C[C@@H]1CN([C@H](C)CO)C(=O)Cc2cc(NC(=O)Cc3cn(C)c4ccccc34)ccc2O[C@H]1CN(C)Cc1ccc(C(F)(F)F)cc1	72*[25 µM]
CCC(=O)N1[C@H](CO)[C@H]2c3ccccc3N(S(=O)(=O)c3ccc(F)cc3)C[C@H]21	10[25 µM]
COc1ccc(CN2C[C@H](O)COC[C@H]3O[C@H](CC(=O)N(C)C)CC[C@@H]32)cc1	-4[25 µM]
COc1ccc2c(c1)C1=C(CC2)C(c2ccc(C)cc2)NC(=S)N1 (stereo not drawn)	11
COc1ccc2c(c1)C(NC(C)=O)C(=O)N2C (stereo not drawn)	6
CN(C)/C=C(\C#N)C(=O)N/N=C(\CC(=O)C(F)(F)F)c1ccco1	3
CCOc1ccc(NC(=O)c2cccc3c2C(=O)N(Cc2cccnc2)C3)cc1	-58
O=C(NCC(=O)N1CCN(c2ccccn2)CC1)c1ccc(Br)o1	11
CN(C)C(=O)c1ccc(-c2ccc(C3[C@@H]4CN(S(=O)(=O)c5ccccc5)C[C@H]3N4)cc2)cc1 (stereo partly drawn)	2&-3
CC1CN(C(=O)COC(=O)c2cc(Cl)ccc2Cl)CC(C)O1 (stereo not drawn)	-1
Cc1cccc(S(=O)(=O)N2[C@@H]3c4cccc(=O)n4C[C@H]2[C@H](CO)[C@H]3C(=O)N(C)C)c1	-5[25 µM]
CN1CCN(C(=O)C[C@H]2CC[C@H]3[C@@H](COC[C@H](O)CN3Cc3cccc(-c4ccncc4)c3)O2)CC1	-3[25 µM]
O=C(Nc1ccc(N2CCOCC2)cc1)c1cccc(S(=O)(=O)N2CCCC2)c1	1
Cc1ccc(S(=O)(=O)N(C)C[C@@H]2Oc3ccc(NC(=O)CCCN(C)C)cc3C(=O)N([C@@H](C)CO)C[C@H]2C)cc1	-8[25 µM]
C[C@@H]1CN([C@@H](C)CO)C(=O)c2cc(NC(=O)Cc3ccccc3)ccc2O[C@@H]1CN(C)C(=O)NC1CCCCC1	-13[25 µM]

Ordered by molecular weight (largest number first): some entries from above.
SMILES	BL2 CD40 inh
O=C(NC1CCCC1)N1CC(=O)N2[C@H](C1)[C@H](c1ccc(-c3cccc(F)c3)cc1)[C@@H]2CO	5
COc1ccc(CN2C[C@H](O)COC[C@H]3O[C@H](CC(=O)N(C)C)CC[C@@H]32)cc1	-4[25 µM]
CCOc1ccc(NC(=O)c2cccc3c2C(=O)N(Cc2cccnc2)C3)cc1	-58

The listing continues.
SMILES	BL2 CD40 inh
NC(CCC(=O)O)C12CC3CC(CC(C3)C1)C2 (stereo not drawn)	7
O=C1N=c2ccccc2=C1c1[nH]c(=S)[nH]c1O	-3
C[C@H]1CN([C@@H](C)CO)C(=O)c2c(c3ccccc3n2C)-c2ccccc2CO[C@@H]1CN(C)Cc1ccc2c(c1)OCCN2C	11
O=C(Cn1nnc(-c2ccccc2)n1)N/N=C/c1cc([N+](=O)[O-])ccc1O	2
O=C(CSc1nc2ccccc2[nH]1)Nc1ccc2[nH]c(=O)[nH]c2c1	8
CCOC(=O)C1CCN(c2ncnc3c2nnn3Cc2ccccc2Cl)CC1	13
O=C(C[C@@H]1CC[C@H]2[C@@H](COC[C@H](O)CN2S(=O)(=O)c2ccc(F)cc2)O1)NCCN1CCCCC1	2[25 µM]
CO[C@H]1CN(C)C(=O)c2ccc(NC(=O)c3nc4ccccc4s3)cc2OC[C@H](C)N(Cc2cccnc2)C[C@@H]1C	11[25 µM]
O=C1NCCCC1(c1ccccc1)c1ccccc1	-2
CN(CC(=O)Nc1cccc(F)c1)C(=O)c1ccc(C(=O)c2ccccc2)cc1	4
O=C(Nc1ccc(Br)cc1)N1CCCC(O)C1 (stereo not drawn)	-20
O=C(COC(=O)c1ccc([N+](=O)[O-])o1)NCc1ccc(F)cc1	5
CCc1nc2c(=O)[nH]cnc2o1	3
COc1ccc(NC(=O)CN2C(=O)NC(C)(C3CCCCC3)C2=O)c(OC)c1 (stereo not drawn)	6
COc1cccc(CNC(=O)c2ccc3nc[nH]c3c2)c1	1
O=C(COC(=O)C1(c2ccccc2F)CCCC1)N1CCc2ccccc21	8
Cc1cccc(-n2nnnc2SCc2csc(-c3ccccc3)n2)c1	12
COc1cccc(CNc2nc3cc(-c4cscc4C)sc3c(=O)n2C)c1	-13
O=C(CN1C(=O)NC2(CCc3ccccc32)C1=O)c1ccc(Br)cc1 (stereo not drawn)	-10
CCOC(=O)c1ccc(NCCOC)c([N+](=O)[O-])c1	-67

Four of the entries above in order of their number in BL2 CD40 inh, lowest first:
SMILES	BL2 CD40 inh
COc1cccc(CNC(=O)c2ccc3nc[nH]c3c2)c1	1
O=C(COC(=O)c1ccc([N+](=O)[O-])o1)NCc1ccc(F)cc1	5
NC(CCC(=O)O)C12CC3CC(CC(C3)C1)C2 (stereo not drawn)	7
CCOC(=O)C1CCN(c2ncnc3c2nnn3Cc2ccccc2Cl)CC1	13

Next part.
SMILES	BL2 CD40 inh
C/C=C/c1ccc([C@H]2[C@@H](CO)N(Cc3ccccn3)[C@@H]2CNC(=O)CC)cc1	10[25 µM]
Cc1ccccc1-c1ccc([C@H]2[C@H](CO)N3CCCCN(CC4CC4)C[C@@H]23)cc1	-11[25 µM]
Nc1sc(-c2ccccc2)n[n+]1Cc1cccc2cccnc12	5
CCOc1ccc2oc(C(=O)N(Cc3nnc(-c4ccccc4Cl)o3)C3CC3)c(C)c2c1	-18
COC(=O)c1ccc(CSCc2ccc(C(=O)OC)o2)o1	12
c1ccc(C(c2c[nH]c3ccccc23)c2c[nH]c3ccccc23)nc1	-15
CCn1nc(C)c(/C=N/NC(=O)Cn2nccc2C)c1C	-64
COc1ccc(CN(C)CC(=O)Nc2ccccc2C(F)(F)F)cc1	12
O=C(c1cc(COc2cccc3cccnc23)on1)N1CCC[C@H]1CO	-15
COc1ccccc1-n1cc2ccc([N+](=O)[O-])cc2n1	-66
Cc1csc(=O)n1CCC(=O)OCc1nnc(-c2ccccc2)o1	-14
CC(C)CN(C(=O)COC(=O)c1cccnc1Cl)c1c(N)n(Cc2ccccc2)c(=O)[nH]c1=O	3
C[C@@H]1CN([C@@H](C)CO)C(=O)c2c(c3ccccc3n2C)-c2ccccc2CO[C@@H]1CN(C)Cc1ccncc1	4
O=C1CC(c2ccncc2)c2cc3c(cc2N1)OCO3 (stereo not drawn)	18
CCCN(C)C[C@@H]1OCc2cnnn2CCCC(=O)N([C@@H](C)CO)C[C@@H]1C	-4[25 µM]
CN1c2ccccc2-c2nc3ccccc3n2C1c1cccs1 (stereo not drawn)	6
CN(Cc1cccc(F)c1)C(=O)CN1CCN(S(=O)(=O)c2ccc3c(c2)OCCCO3)CC1	6
O=C(COC(=O)CCN=C1NS(=O)(=O)c2ccccc21)NNC(=O)c1ccc(Cl)cc1	-4
CC(=O)N(C)C[C@@H]1[C@@H](c2ccc(C#Cc3ccccn3)cc2)[C@@H](CO)N1C(C)=O	14[25 µM]
CN1C(=O)c2cc(NC(=O)NCc3ccccc3)ccc2OC[C@H]2O[C@@H](CC(=O)NCC3CCCCC3)CC[C@H]21	20[25 µM]
COc1ccccc1CNc1nc(Nc2ccc(C)cc2C)c2sccc2n1	2
CCOc1ccc(NC(=O)CN(C)C(=O)CC(NC(=O)c2ccccc2)c2ccccc2)cc1OCC (stereo not drawn)	3
CCOC(=O)C1=C(C)NC(C)=C(C(=O)OCC)C1C(=O)OCC(=O)N1c2ccccc2CC1C (stereo not drawn)	-7
C[C@H](NC(=O)c1ccco1)C(=O)Nc1nc(-c2ccccn2)cs1	4
C[C@@H]1CN([C@@H](C)CO)C(=O)c2cc(NS(=O)(=O)c3ccc(Cl)cc3)ccc2O[C@@H](C)CCCCO[C@@H]1CN(C)Cc1ccncc1	21[25 µM]
C[C@H](CO)N1C[C@H](C)[C@@H](CN(C)S(=O)(=O)c2ccc(F)cc2)Oc2ccc(NS(=O)(=O)c3cn(C)cn3)cc2C1=O	1[25 µM]
CCOC(=O)c1c(NC(=O)CN2CCC(C)CC2)sc(C)c1C	-8
CC(=O)c1ccc(OCC(O)CN(C)Cc2cccs2)cc1 (stereo not drawn)	7
